AMPAR-TARP mod = modulators of GluA2-stargazin AMPA receptor complexes, primary screen, cell-based, membrane potential dye. HEK293 GluA2+stargazin, membrane potential dye (FDSS), glutamate EC50; hits were called plate by plate, in both directions. AID 1259245, 2017. hit rate 3.5% among 40,000. calls only at 30 µM;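 active = any of four per-well response measures lying three or more SD from its plate-wide compound average, in either direction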
Target sequence (O88602 whole entry, looked up): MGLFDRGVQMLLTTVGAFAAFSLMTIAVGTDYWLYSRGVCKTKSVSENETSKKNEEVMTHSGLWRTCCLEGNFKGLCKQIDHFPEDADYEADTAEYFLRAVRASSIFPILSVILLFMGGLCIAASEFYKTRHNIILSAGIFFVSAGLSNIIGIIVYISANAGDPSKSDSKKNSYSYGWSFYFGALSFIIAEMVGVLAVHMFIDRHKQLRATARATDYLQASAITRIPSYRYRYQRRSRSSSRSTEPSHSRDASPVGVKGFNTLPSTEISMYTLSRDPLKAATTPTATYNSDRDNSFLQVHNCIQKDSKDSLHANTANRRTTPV
Target sequence (P19491 whole entry, looked up): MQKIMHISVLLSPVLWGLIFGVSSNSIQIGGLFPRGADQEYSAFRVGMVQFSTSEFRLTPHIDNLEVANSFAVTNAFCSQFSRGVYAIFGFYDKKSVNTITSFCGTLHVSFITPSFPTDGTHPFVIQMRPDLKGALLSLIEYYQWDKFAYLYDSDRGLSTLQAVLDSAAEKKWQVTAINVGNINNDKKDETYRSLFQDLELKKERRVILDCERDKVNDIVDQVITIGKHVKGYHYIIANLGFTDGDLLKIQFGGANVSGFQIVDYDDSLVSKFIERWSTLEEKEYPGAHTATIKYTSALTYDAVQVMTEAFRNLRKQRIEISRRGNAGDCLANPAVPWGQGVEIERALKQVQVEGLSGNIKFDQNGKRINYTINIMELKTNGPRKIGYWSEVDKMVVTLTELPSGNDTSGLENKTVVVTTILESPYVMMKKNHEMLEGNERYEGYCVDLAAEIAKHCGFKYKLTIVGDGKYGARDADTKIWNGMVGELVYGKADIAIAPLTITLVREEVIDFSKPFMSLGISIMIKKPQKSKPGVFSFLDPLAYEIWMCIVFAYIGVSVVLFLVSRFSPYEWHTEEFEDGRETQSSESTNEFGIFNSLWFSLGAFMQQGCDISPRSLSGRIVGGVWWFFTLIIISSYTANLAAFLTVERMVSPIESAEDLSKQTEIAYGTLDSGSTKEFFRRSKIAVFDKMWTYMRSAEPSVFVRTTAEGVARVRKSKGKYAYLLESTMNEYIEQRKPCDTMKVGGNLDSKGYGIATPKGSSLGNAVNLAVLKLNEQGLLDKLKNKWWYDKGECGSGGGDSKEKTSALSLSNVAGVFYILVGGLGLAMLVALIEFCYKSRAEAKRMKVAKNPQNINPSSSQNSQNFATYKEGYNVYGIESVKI
AMPAR-TARP mod agonism max-min = recorded beside AMPAR-TARP mod, whose call it bears; compound max-min signal; compound-alone response (agonism);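 unitless range of fluorescence divided by baseline over first 100 seconds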
AMPAR-TARP mod glutamate slope = second read-out of AMPAR-TARP mod, no call of its own (marks repeat the call); glutamate slope, % of max; measured here: glutamate response slope, % max;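 scaled per plate between vehicle wells and maximal 1 mM glutamate control wells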
The depositor's hits bear a star; i = inactive; + = active, no number.

SMILES	AMPAR-TARP mod	AMPAR-TARP mod agonism max-min	AMPAR-TARP mod glutamate slope
COCCNC(=O)Cn1nc2c(c1NC(=O)COc1ccc(Cl)cc1)CSC2	i	0.068	65
O=C(NC1CCCC(O)C1)C1CC=CCC1 (stereo not given)	i	0.12	86
Cc1cnc2c(c1SCC(=O)Nc1cccc(C(F)(F)F)c1)c(=O)n(C)c(=O)n2C	i	0.038	61
C=CCNC(=O)NCCS(=O)(=O)N1CCN(c2ccc(F)cc2)CC1	i	0.068	68
CCc1nnc(-c2ccc(NC(=O)CC3CCCC3)cc2)o1	i	0.075	46
Cc1[nH]c2ccccc2c1C(=O)C(=O)N1CCC(c2nnc(-c3ccco3)s2)CC1	i	0.085	56
COCCn1c(CN(C)C(=O)OC)nc2ccccc21	i	0.085	51
CC(C)NCC(O)COc1ccccc1C(C)C (stereo not given)	i	0.067	64
COC(=O)c1c(NCc2cccc(OC)c2)c2cccc(Cl)c2[nH]c1=O	i	0.055	61
O=C(CS(=O)(=O)c1cccs1)NCCc1ccccc1	i	0.056	56
Cc1noc(C)c1CCC(=O)NCCOc1ccc2nnc(-c3cccc(F)c3)n2n1	i	0.12	45
Cc1cc(NC(=O)C2CCCN(S(=O)(=O)c3ccc(Cl)cc3)C2)on1 (stereo not given)	i	0.1	56
CCOc1ccc(-c2ccc(=O)n(CC(=O)NC3CCCCC3)n2)cc1	i	0.072	57
COc1nn(C)cc1-c1nnc(SCC(=O)c2ccc(Cl)cc2)n1C	i	0.12	64
CC(=O)c1ccc(C2CCN(C(C)=O)CC2)cc1	i	0.047	61
CN(CCCC(N)=O)S(=O)(=O)c1ccc2c(c1)C(=O)c1ccccc1C2=O	+	0.21*	74*
CN(C)S(=O)(=O)N1CCN(C(=O)c2ccccc2Cl)CC1	i	0.082	51
CCOC(=O)N1CCN(/C=C(\C#N)C(=O)NCc2ccccc2)CC1	i	0.15	77
Cc1ccccc1-c1ccc(N2CCC(C(=O)Nc3ccc4c(c3)OCO4)CC2)nn1	i	0.13	58
O=C(NCc1cccs1)C1CCCN(Cc2nc(-c3cccnc3)no2)C1 (stereo not given)	i	0.074	52
CC(C)S(=O)(=O)c1ccc(CC(=O)NCC2CCN(C(=O)COc3ccccc3)CC2)cc1	i	0.093	72
COCC(=O)Nc1cc(C)nn1-c1nc(-c2ccc3c(c2)OCO3)cs1	i	0.028	43
CNC(=O)Cn1nnn(-c2ccc(NC(=O)COc3ccc(C(C)C)cc3)cc2)c1=O	i	0.15	63
Cc1ccsc1C(O)CNC(=O)CSCc1ccccc1 (stereo not given)	i	0.12	54
CS(=O)(=O)N1CCCC1C(=O)Nc1nc(-c2ccc3c(c2)CCCC3)cs1 (stereo not given)	i	0.13	47
CN(C1CC1)S(=O)(=O)c1ccc(C(=O)Nc2sc3c(c2C(N)=O)CCC3)cc1	i	0.076	73
COC(=O)c1ccc(OC(=O)CCn2nc(C)c(Cl)c2C)cc1	i	0.1	42
CCOc1ccc(NS(=O)(=O)c2c(C(=O)OC)sc3ccccc23)cc1	i	0.12	56
COc1cccc(C(=O)Nc2nnc(-c3cc(C)ccc3C)o2)c1OC	i	0.13	58
CC1(C)CC(=O)C2=C(C1)NC1=C(C(=O)c3ccccc31)C2c1cccnc1 (stereo not given)	i	0.045	54
CCSc1ccc(CC(=O)Nc2sccc2C(=O)NC)cc1	i	0.15	54
CN1CCN(C(=O)c2ccccc2NC(=O)Nc2cccc(Cl)c2)CC1	i	0.046	52
Cc1ccc(Cn2c(=O)c3ccccc3n3c(CCC(=O)NC4CCN(Cc5ccccc5)CC4)nnc23)cc1	i	0.13	65
O=C(CN1CCC(c2nnc(C3CC3)o2)CC1)NCc1ccccc1Cl	i	0.085	55
COCCN1CCC(CNS(=O)(=O)c2ccc(OC)c(Cl)c2)CC1	i	0.06	52
CCOC(=O)N1CCc2c(sc(NC(=O)C(C)(C)C)c2-c2nc3ccccc3s2)C1	i	0.11	66
Cc1nccn1-c1cc(N2CCN(C(=O)C(C)Oc3ccccc3)CC2)ncn1 (stereo not given)	i	0.091	50
Cc1ccccc1N1CC(c2nc3ccccc3n2Cc2ccccc2)CC1=O (stereo not given)	i	0.17	58
CCCOc1cn(-c2ccc(F)cc2)nc1C(=O)Nc1cc(OC)c(OC)c(OC)c1	i	0.073	39
CC(C)NC(=O)N1CCC(c2nnc(C(C)C)o2)CC1	i	0.073	62
Cc1ccc(C(=O)N2CCN(c3ncnc4c3nnn4-c3ccc(C)cc3)CC2)cc1	i	0.028	42
CN(C)C(CNS(=O)(=O)c1cc(F)ccc1F)c1cccn1C (stereo not given)	i	0.051	57
CCN1CCCc2cc(CCNC(=O)c3cc(OC)c(OC)c(OC)c3)ccc21	i	0.11	62
O=C(Cc1cc(-c2cc3ccccc3o2)on1)N1CCc2ccccc21	i	0.073	41
COc1ccc(-c2ccc(=O)n(CCNC(=O)COc3ccc(F)cc3F)n2)cc1OC	i	0.089	41
CCc1ccc(NC(=O)CSc2ccnc3c2c(=O)n(C)c(=O)n3C)cc1	i	0.091	30
CSCCC(C)(O)CNC(=O)COc1ccc2ccccc2c1 (stereo not given)	i	0.087	59
Cc1ccc(-n2c(C)c(C)n3c4c(=O)n(CCN5CCOCC5)c(=O)n(C)c4nc23)c(C)c1	i	0.057	32
O=C(NCCCS(=O)(=O)N1CCN(c2ccccc2)CC1)c1ccc[nH]c1=O	i	0.098	65
Cc1cc(C)c2c(n1)nn1c(NCCc3ccccc3)cc(C)nc21	i	0.26	53

Arranged by the number under AMPAR-TARP mod agonism max-min (high to low): some entries from above
SMILES	AMPAR-TARP mod	AMPAR-TARP mod agonism max-min	AMPAR-TARP mod glutamate slope
Cc1cc(C)c2c(n1)nn1c(NCCc3ccccc3)cc(C)nc21	i	0.26	53
CCN1CCCc2cc(CCNC(=O)c3cc(OC)c(OC)c(OC)c3)ccc21	i	0.11	62
CCc1ccc(NC(=O)CSc2ccnc3c2c(=O)n(C)c(=O)n3C)cc1	i	0.091	30
COc1ccc(-c2ccc(=O)n(CCNC(=O)COc3ccc(F)cc3F)n2)cc1OC	i	0.089	41
CSCCC(C)(O)CNC(=O)COc1ccc2ccccc2c1 (stereo not given)	i	0.087	59
Cc1ccc(-n2c(C)c(C)n3c4c(=O)n(CCN5CCOCC5)c(=O)n(C)c4nc23)c(C)c1	i	0.057	32

Other records:
SMILES	AMPAR-TARP mod	AMPAR-TARP mod agonism max-min	AMPAR-TARP mod glutamate slope
COC(=O)Cn1c(=O)c2c(nc3n(-c4cccc(OC)c4)c(C)cn23)n(C)c1=O	i	0.096	37
O=C(Nc1sc2c(c1-c1nc3ccccc3s1)CCCC2)c1ccc(Cc2ccccc2)cc1	i	0.074	47
COc1cn(CC(=O)Nc2ccc(OC(F)(F)F)cc2)c(CSc2ncccn2)cc1=O	i	0.058	56
CCCN1CCCc2cc(CCNC(=O)C(=O)Nc3ccccc3)ccc21	i	0.074	4
Cc1cc(C)nc(NS(=O)(=O)c2ccc(NC(=O)C(C)Oc3ccccc3)cc2)n1 (stereo not given)	i	0.096	45
O=C(CCCCn1c(=O)[nH]c2ccccc2c1=O)N1CCN(Cc2ccc3c(c2)OCO3)CC1	i	0.039	52
CC(=O)Nc1cccc(NC(=O)C(=O)NCC(c2cccs2)N2CCOCC2)c1 (stereo not given)	i	0.099	71
Cc1cccc(C)c1N1CCN(S(=O)(=O)N(C)C)CC1	i	0.053	61
Cc1cccc(N2CCCn3c2nc2c3c(=O)n(CC(=O)OCc3ccccc3)c(=O)n2C)c1	i	0.085	37
COC(=O)N1CCC(CNC(=O)C(=O)Nc2ccc(OC(F)(F)F)cc2)CC1	i	0.11	60
CCCn1c(C(=O)N2CCN(c3ccc(F)cc3)CC2)cc2c(=O)n(C)c(=O)n(C)c21	i	0.039	45
COc1ccc(NC(=O)Cn2cnc3c(nnn3C)c2=O)c(OC)c1	i	0.087	56
COc1ccc(S(=O)(=O)NCCn2nc(-c3ccccc3)ccc2=O)cc1	i	0.072	-1
COc1ccc(NC(=O)c2ccno2)c2ccccc12	i	0.086	53
O=C(Cn1nc(-c2ccc(F)cc2)ccc1=O)N1CCN(c2ncccn2)CC1	i	0.083	56
Cn1cc(C(=O)N2CCOCC2)cc(NC(=O)CC(C)(C)C)c1=O	i	0.074	59
O=C(Nc1ccc(F)c([N+](=O)[O-])c1)c1ccc(=O)n(Cc2ccccc2)c1	i	0.1	54
Cc1c(C)n2c3c(=O)n(CC(N)=O)c(=O)n(C)c3nc2n1C1CCCCC1	+	0.05*	20*
CC1(C)Cc2cccc(OCC(=O)N3CCC(Cn4cnc5ccccc54)CC3)c2O1	i	0.11	83
O=C(NCCCN1CCN(c2ccccc2)CC1)c1ccccc1C(F)(F)F	i	0.035	41
O=C(Nc1ccc(Cl)cc1)C(c1ccccc1)N1CCOCC1 (stereo not given)	i	0.087	57
COc1cc(NC(=O)c2c(OC)cccc2OC)ccc1N1CCCC1=O	i	0.085	53
O=C(CS(=O)(=O)Cc1ccccc1)Nc1nnc(-c2ccc(F)cc2)o1	i	0.12	53
COc1ccccc1-n1c(C)c(C)n2c3c(=O)n(CC(C)=O)c(=O)n(C)c3nc12	i	0.047	54
COc1ccc(/C=C/C(=O)N2CCN(c3ccc(Nc4ccccn4)nn3)CC2)cc1OC	i	0.11	53
COc1cc(NC(=O)CCc2csc(NC(=O)c3ccccc3)n2)cc(OC)c1OC	i	0.08	59
Cc1ccc(S(=O)(=O)Nc2cc(C)nn2C2CCS(=O)(=O)C2)cc1 (stereo not given)	i	0.097	63
CCOc1ccccc1NC(=O)C(=O)NCC(c1cccn1C)N1CCN(C)CC1 (stereo not given)	i	0.059	53
Cc1cc(C(=O)N2CCOCC2)nn1CC(=O)Nc1ccc(C(N)=O)cc1	i	0.069	63
O=C(NCC1CCN(S(=O)(=O)C2CC2)CC1)C(=O)NC1CC1	i	0.072	55
Cc1ccc(NCCNS(=O)(=O)c2ccc(-c3csc(C)n3)s2)nn1	i	0.1	57
O=C(Cn1c(=O)n(C2CC2)c(=O)c2nscc21)Nc1ccc2c(c1)OCCO2	i	0.11	56
COc1cc(OC)cc(C(=O)Nc2sc3c(c2-c2nc4ccccc4s2)CCN(C(C)=O)C3)c1	i	0.11	66
Cc1ccc(NCCNC(=O)c2snnc2C)nn1	i	0.12	58
CNC(=O)C(=O)NCC1(c2ccc(OC)cc2)CCCC1	i	0.099	41
NCC1CCN(Cc2cccs2)CC1	i	0.035	52
COc1cn(CC(=O)Nc2cccc(NC(C)=O)c2)c(CSc2ccccc2)cc1=O	i	0.099	49
CC(=O)Nc1ccc(S(=O)(=O)n2nc(C)c(C)c2C)cc1	+	0.14*	19*
Cc1ccc(C)c(NC(=O)CSC2=NC3C(=O)N(C)C(=O)N(C)C3N2C)c1 (stereo not given)	i	0.062	49
CC1CCN(S(=O)(=O)c2ccc(N)cc2)CC1	i	0.12	66
O=C(Cc1cc(-c2ccc3c(c2)OCCO3)on1)NCc1cccs1	+	0.071*	64*
COc1ccc(S(=O)(=O)Nc2ccc3c(c2)N(C(=O)c2ccco2)CC3)cc1OC	i	0.091	54
O=C(NCC1CCN(C(=O)c2ccccc2F)CC1)c1cc(-c2ccccc2)on1	i	0.028	32
CCc1ccc(S(=O)(=O)N2CCN(c3ccc(Nc4cccc(C)n4)nn3)CC2)cc1	+	0.37*	38*
CC1CCN(S(=O)(=O)c2cc(Br)ccc2Br)CC1	i	0.11	71
CC(=O)Nc1cccc(NC(=O)C(=O)NCCCN2CCCC2=O)c1	i	0.1	58
CN(C)C(=O)Cc1ccc(NC(=O)c2ccc(F)c(F)c2)cc1	i	0.059	37
NC(=O)CSc1nc(-c2ccccc2)c(NC(=O)c2ccco2)s1	i	0.054	56
COc1ccc(NC(=O)/C(C#N)=C/N2CCN(Cc3ccccc3)CC2)cc1	i	0.11	70
C=CCc1c(C)nc2c(-c3ccccc3)cnn2c1NCCCN1CCOCC1	i	0.16	54

A portion from the list above:
SMILES	AMPAR-TARP mod	AMPAR-TARP mod agonism max-min	AMPAR-TARP mod glutamate slope
O=C(Cc1cc(-c2ccc3c(c2)OCCO3)on1)NCc1cccs1	+	0.071*	64*
COc1ccc(S(=O)(=O)Nc2ccc3c(c2)N(C(=O)c2ccco2)CC3)cc1OC	i	0.091	54
O=C(NCC1CCN(C(=O)c2ccccc2F)CC1)c1cc(-c2ccccc2)on1	i	0.028	32
CCc1ccc(S(=O)(=O)N2CCN(c3ccc(Nc4cccc(C)n4)nn3)CC2)cc1	+	0.37*	38*

Additional structures follow.
SMILES	AMPAR-TARP mod	AMPAR-TARP mod agonism max-min	AMPAR-TARP mod glutamate slope
CCOc1ccc(N2CCCCn3c2nc2c3c(=O)n(CC(C)C)c(=O)n2C)cc1	i	0.13	71
COc1cc(/C=C2\SC(=S)N(c3ccc(NC(C)=O)cc3)C2=O)cc(OC)c1OC	i	0.098	52
Cc1nnc(NC(=O)CSc2ccc(NC(=O)c3ccccc3)nn2)s1	i	0.054	33
O=C(C1CC1)N(CCc1ccccc1)Cc1ccccn1	i	0.074	43
CSc1cccc(NC(=O)C2CCCN(c3cc(-n4nc(C)cc4C)ncn3)C2)c1 (stereo not given)	i	0.098	61
COc1cccc(-c2nnc3ccc(OCCNC(=O)c4c(OC)cccc4OC)nn23)c1	i	0.13	68
COCCn1c(=O)c2c(nc3n(-c4ccc(C(F)(F)F)cc4)c(C)c(C)n23)n(C)c1=O	i	0.094	51
CCCCCn1c(SCc2nc(-c3ccc4c(c3)OCO4)no2)nc2ccccc2c1=O	i	0.081	73
COc1ccc(OC)c(S(=O)(=O)Nc2ccc(Br)cc2C)c1	i	0.15	48
CC(C)(C)n1ncc2c(=O)n(NC(=O)c3cc(=O)c4ccccc4o3)cnc21	i	0.025	38

Some of the compounds tested. The share of hits here may be higher or lower than overall.
